# Screens from PubChem.
# GAA glycogen = alters human alpha-glucosidase cleavage of glycogen; P10253; recombinant GAA, glycogen substrate, Amplex Red glucose oxidase fluorescence; Potency, µM (highest dose often 76.4 µM), for inactives: at the top dose activity change, negative = inhibition, hits mostly inhibitors; 300,000 tested, 0.38% active; AID 2100; active = well fitted inhibition curve with a large enough effect; inconclusive = small, poorly fitted or top-dose-only effect, or another doubt; inactive = no such curve, though single readings can be large or run the other way;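 note: 0% = full enzyme reaction and -100% = no-enzyme basal signal; the screen sought inhibitors and activators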
#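 Recombinant human alpha-glucosidase (4 nM final) hydrolysed bovine liver glycogen (30 ug) for 40 min at 37 C in pH 5.0 citrate/phosphate with 0.01% Tween-20. Released glucose detected by glucose oxidase/Amplex Red, Ex 573/Em 610 nm. Compounds up to 77 uM; AC50 from Hill fits.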
# * hit, by the source's call; ? = inconclusive; [ ] = remark or other dose. Potency is the fitted concentration of half-maximal effect.
mol,GAA glycogen
CC12CN3CC(C)(CN(C1)C3c1ccc(OCc3ccccc3)cc1)C2=O (stereo not given),12%[76.3 µM]
Cn1cc(S(=O)(=O)N2CCOCC2)cc1C(=O)NCc1ccc(Cl)cc1,-7%[76.3 µM]
COC(=O)CNC(=O)C1CCN(S(=O)(=O)c2cnc[nH]2)CC1,-10%[76.3 µM]
Fc1ccc(-c2csc(-c3cccnc3)n2)cc1F,1%
Cc1c[nH]c2cccc(OCC(CNC(C)(C)C)OC(=O)c3ccccc3)c12 (stereo not given),0%
COc1ccc(C2c3c(-c4c(C)cc(C)cc4O)n[nH]c3C(=O)N2Cc2ccco2)cc1 (stereo not given),3%[76.3 µM]
CC(C)(C)n1cnc2cc(NCc3ccccc3O)ccc21,?
Cc1ccc2occ(CC(=O)Nc3ccc(S(=O)(=O)N4CCC(C)CC4)cc3)c2c1,-8%[76.3 µM]
CCOc1ccc(NCCC(O)c2ccc(F)cc2)cc1 (stereo not given),2%
CCN(Cc1ccccc1)C(=O)Cn1c(=O)oc2cc(S(=O)(=O)N3CCCCCC3)ccc21,-9%[76.3 µM]
O=C(Nc1nnc(SCC(=O)N2CCCC2)s1)C1CC(=O)N(c2ccc(F)cc2)C1 (stereo not given),-1%[76.3 µM]
NC(=O)c1c(NC(=O)c2cccnc2)sc2c1CCCCC2,-7%[3.05 µM]
CCc1ccccc1NC(=O)C1CCCN(C(=O)c2cnn(-c3ccccc3)c2-n2cccc2)C1 (stereo not given),-2%[76.3 µM]
CCOc1ccccc1NS(=O)(=O)c1c(C)nc2sccn2c1=O,18%[76.3 µM]
Cn1c(=O)c(C(=O)NCc2ccccc2Cl)c(O)c2ccccc21,16%[76.3 µM]
COc1cccc(CC(NC(C)=O)C(=O)NC2CCN(C(=O)c3ccc(Cl)cc3)CC2)c1OC (stereo not given),-6%
Cc1ccc(NC(=O)CN2C(=O)C3CC=C(Cl)CC3C2=O)cc1 (stereo not given),-20%
CCC(C(=O)N1CCN(c2ccccc2)CC1)n1nc(C)n2c(cc3sccc32)c1=O (stereo not given),11%[76.3 µM]
COc1cc(CN2CCC(C(N)=O)CC2)ccc1OCc1ccccc1,-11%[76.3 µM]
CN(CC(=O)NCCN1CCOCC1)S(=O)(=O)c1ccc(F)cc1,11%
CC1(c2ccccc2)NC(=O)N(CC(=O)N2CCN(S(=O)(=O)c3ccccc3[N+](=O)[O-])CC2)C1=O (stereo not given),-9%[76.3 µM]
COc1ccccc1/C=C/c1nc(C#N)c(NCc2ccccc2)o1,?
CC(C)Cc1nc(SCC(=O)NCC2CCCO2)c2c(=O)n(C)c(=O)n(C)c2n1 (stereo not given),0%[76.3 µM]
COc1ccc(CCNc2nc(-c3ccc(Cl)cc3)cc(C(F)(F)F)n2)cc1OC,-7%[76.3 µM]
O=C(OCC(=O)N1CCCC1)c1ccccc1O,-5%
Cc1cc(Cl)ccc1NS(=O)(=O)c1c(C)[nH]c(=O)[nH]c1=O,-20%
COc1ccccc1NC(=O)N1CCCC(CNC(=O)c2ccccc2Cl)C1 (stereo not given),-1%[76.3 µM]
Cc1ccccc1N(CC(=O)NC1CCCC1)C(=O)C1(C)CC(=O)N=C2C=CC(Cl)=CN21 (stereo not given),0%
CCOC(=O)c1cnc2ccc(C)cc2c1Nc1ccc(OCc2ccccc2Cl)cc1,9%[76.3 µM]
COCCn1c(SCC(=O)N2CCOCC2)nnc1-c1ccco1,2%
O=C(NCCCNC(=O)c1ccco1)c1ccc(F)cc1,2%[76.3 µM]
Cc1ccc(C2=NN(CCC(=O)NC3CCCC3)C(=O)CC2)cc1,-2%[76.3 µM]
CCOc1ccc(CCNC(=O)C2CC=CCC2C(=O)OC(C)C)cc1OCC (stereo not given),5%
CC1CCN(C(=O)c2ccc([N+](=O)[O-])o2)CC1,4%
CS(=O)(=O)N(CC(=O)N1CCN(Cc2ccccc2)CC1)c1ccccc1Br,-4%[76.3 µM]
CC(NC(=O)C1CCN(S(=O)(=O)c2ccc3c(c2)NC(=O)CO3)CC1)c1ccccc1 (stereo not given),-12%[76.3 µM]
Cc1ccc(S(=O)(=O)N(CCO)Cc2ccccc2)cc1,-6%[76.3 µM]
CCOCCCNC(=O)c1cc(=O)[nH]c2ccc(S(=O)(=O)N3CCCC3)cc12,-10%[76.3 µM]
Cc1ccc2cc3c(N)nn(C(=O)c4cccc(F)c4)c3nc2c1,-9%[76.3 µM]
O=C(CN(C(=O)c1csnn1)c1cccc(C(F)(F)F)c1)NC1CCCC1,-1%

# Ordered by SMILES length (lowest first): 3 of the compounds above
mol,GAA glycogen
CC1CCN(C(=O)c2ccc([N+](=O)[O-])o2)CC1,4%
Cc1ccc2cc3c(N)nn(C(=O)c4cccc(F)c4)c3nc2c1,-9%[76.3 µM]
Cc1ccccc1N(CC(=O)NC1CCCC1)C(=O)C1(C)CC(=O)N=C2C=CC(Cl)=CN21 (stereo not given),0%

# Remaining list, next part:
mol,GAA glycogen
Cc1ccc(-c2nc3ccc(Br)cn3c2Nc2ccc3c(c2)OCO3)o1,-12%[76.3 µM]
O=C(CCSc1ccc(Cl)cc1)NC1CCCC1,0%[76.3 µM]
COc1ccc(CNC(=O)CCc2c(C)nc3c4cccnc4nn3c2C)cc1,0%[76.3 µM]
O=C(Nc1ccc(NC(=O)c2ccco2)cc1)c1ccco1,1%[76.3 µM]
O=C1Cc2cc([N+](=O)[O-])ccc2N1c1c(Cl)cccc1Cl,?
CC(C)CNC(=O)c1cccc(NC(=O)c2ccccc2-c2ccccc2C(=O)O)c1,-9%[76.3 µM]
Cc1ccc(-c2cc3c(n2-c2ccc(C)cc2)CC(C)(C)CC3=O)cc1,-3%[76.3 µM]
CCn1c(C(O)c2cc(OC)c(OC)c(OC)c2)nc2ccccc21 (stereo not given),-1%[76.3 µM]
Cc1c2cnn(-c3ccccc3)c(=O)c2c(C)n1CCCC(=O)Nc1ccc(F)cc1F,17%[76.3 µM]
Cn1c(C(=O)N[C@@H](Cc2ccccc2)C(=O)O)cc2cc(Cl)ccc21,-1%
COc1ccc(N2CCN(C(=O)c3cc(=O)c4cc(C)ccc4o3)CC2)cc1,0%
CC(=O)Nc1ccc(Nc2c(CCC(C)C)c(C)c(C#N)c3nc4ccccc4n23)cc1,0%[76.3 µM]
CCN(C(=O)CN(C)S(=O)(=O)c1ccc2c(c1)c(=O)n(C)c(=O)n2C)c1ccc(OC)cc1,-15%[76.3 µM]
CC(=O)Nc1ccc(Nc2nc(-c3cc4ccccc4oc3=O)cs2)cc1,-23%[76.3 µM]
C=CCOc1c(Br)cc(/C=C2/C(=O)ON=C2C)cc1OC,-7%
O=C(COc1ccccc1Cl)N(Cc1ccco1)Cc1ccco1,-15%[76.3 µM]
Cn1c(=O)c2sccc2n2c(CCC(=O)Nc3ccc(F)cc3)nnc12,4%[76.3 µM]
Cc1cc(NC(=O)CSc2ccccn2)cc(NC(=O)CSc2ccccn2)c1,-6%
Cc1cccc(Oc2nc3c(C)cccn3c(=O)c2/C=C(\C#N)c2nc3ccccc3s2)c1,-13%[76.3 µM]
COc1ccc(-c2cc3c(=O)n(CC(=O)NCc4cccnc4)ncn3n2)cc1,-11%[76.3 µM]

# Three neighbouring entries from above, for reference:
mol,GAA glycogen
Cc1ccc(-c2nc3ccc(Br)cn3c2Nc2ccc3c(c2)OCO3)o1,-12%[76.3 µM]
O=C(CCSc1ccc(Cl)cc1)NC1CCCC1,0%[76.3 µM]
COc1ccc(CNC(=O)CCc2c(C)nc3c4cccnc4nn3c2C)cc1,0%[76.3 µM]

# Fetched one by one from above (3):
mol,GAA glycogen
Cn1c(=O)c2sccc2n2c(CCC(=O)Nc3ccc(F)cc3)nnc12,4%[76.3 µM]
CC(=O)Nc1ccc(Nc2c(CCC(C)C)c(C)c(C#N)c3nc4ccccc4n23)cc1,0%[76.3 µM]
Cc1cc(NC(=O)CSc2ccccn2)cc(NC(=O)CSc2ccccn2)c1,-6%

# Other results:
mol,GAA glycogen
CC1=NN(C(N)=S)C(=O)C1N=Nc1ccc(C)c(Br)c1 (stereo not given),2%
CCOC(=O)c1ccc(N2C(=O)c3n[nH]c(-c4ccco4)c3C2c2cccc(O)c2)cc1 (stereo not given),-18%[76.3 µM]
CCCS(=O)(=O)N1CCCC(C(=O)Oc2ccc(OC)cc2)C1 (stereo not given),6%[76.3 µM]
O=C1CCCC(=O)N1c1ccc(F)cc1,9%
COc1ccc(Nc2c3c(nc4nncn24)CCC3)cc1Cl,-4%[76.3 µM]
CCC1COCCS(=O)(=O)N1Cc1ccc(F)cc1 (stereo not given),-1%[76.3 µM]
Cc1ccc(Cn2c(=O)n(Cc3ccccc3)c(=O)c3c(C)c(C)sc32)cc1,9%[76.3 µM]
CCN(CC)C(=O)CN1C(=O)c2cccc3cccc1c23,-3%[76.3 µM]
CCN1CCN(C(=O)C2=CC(c3ccc(C)cc3)=NS(=O)(=O)N2C)CC1,12%[76.3 µM]
O=C(NCCc1c[nH]c2ccccc12)c1ccccc1,3%[76.3 µM]
COc1ccc(NC(=O)Nc2c(C)n(C)n(-c3ccccc3)c2=O)c(OC)c1,-3%[76.3 µM]
COc1cc(CN2CCN(CCCc3ccccc3)C(CCO)C2)cc(OC)c1O (stereo not given),?
NN(Cc1ccccc1)C(=S)Nc1ccc(Cl)c(Cl)c1,?
O=C(Nc1cccc2c1CCCC2)c1ccccc1Cl,8%[76.3 µM]
Cc1cnc(NC(=O)C2CC=CCC2)s1 (stereo not given),7%[76.3 µM]
COc1ccc(/C=C2\SC(=S)N(CCC(=O)NCCCN3CCOCC3)C2=O)cc1,2%
CC(NC(=O)C(=O)N1CCCCC1)C(c1cccs1)N1CCN(Cc2ccccc2)CC1 (stereo not given),3%[76.3 µM]
CN1CCN(S(=O)(=O)c2ccc([N+](=O)[O-])cc2)CC1,-8%[76.3 µM]
COc1ccc2[nH]c3c(c2c1)CCN1C(=O)N([C@@H](C)C(=O)NCc2ccco2)C(=O)[C@]31C,2%[76.3 µM]
Clc1ccc(CNc2nc3ccccc3c3nc(-c4cccnc4)nn23)cc1,-2%[76.3 µM]
CCC(=O)c1cn(CC(=O)Nc2ccc(C)cc2)c2ccccc12,14%[76.3 µM]
CCOc1ccc(-c2cc3nc(C4CCN(C(=O)OC(C)(C)C)CC4)c(C(=O)Nc4cc(OC)ccc4OC)cn3n2)cc1,-2%[76.3 µM]
CC1CCc2nc(NC(=O)c3ccc(N4C(=O)CCC4=O)cc3)sc2C1 (stereo not given),0%[76.3 µM]
CCOC(=O)c1ccc(NC(=O)C2CCN(S(=O)(=O)c3c(C)nn(C)c3C)CC2)cc1,6%[76.3 µM]
COc1ccc(-c2nnc(SCC(=O)Oc3c(C)cccc3C)o2)cc1OC,0%[76.3 µM]
O=c1c2ccccc2nc(-c2ccc(Cl)cc2)n1CCCCOc1ccc(F)cc1,-3%[76.3 µM]
CN(Cc1ccc(F)cc1Cl)S(=O)(=O)c1cccs1,3%
CCOc1cccc(CC(=O)N2CCc3c([nH]c4ccc(OC)cc34)C2c2ccc(F)cc2)c1OCC (stereo not given),3%[76.3 µM]
COc1ccc(N2CCN(C(=O)CCCn3nnnc3CN3CCOCC3)C(C)C2)cc1 (stereo not given),-10%[76.3 µM]
CC(=O)c1cccc(NC(=O)NC2CCCCCCC2)c1,-1%[76.3 µM]
COc1ccc(OCc2nc3c4c(-c5ccccc5)c(-c5ccccc5)oc4ncn3n2)cc1,-6%[76.3 µM]
C=CCc1c(Cl)nc(C)nc1NCc1ccccc1,3%[76.3 µM]
Cc1ccc(C(=O)NC2CCN(CCCC(=O)c3ccc(F)cc3)CC2)cc1,4%[76.3 µM]
O=C(/C=C\N1CCOCC1)c1ccc(Br)cc1,11%[76.3 µM]
CC(C)[C@H](NC(=O)N1CCn2c1nc1ccccc12)C(=O)NCc1ccco1,-1%[76.3 µM]
Cc1ccccc1-c1noc(CCC(=O)NC2CCCCC2)n1,0%
Cc1noc(C)c1S(=O)(=O)N(CC(=O)Nc1ccc(C(F)(F)F)cc1)c1ccc(C(C)C)cc1,18%[76.3 µM]
CCCNC(=O)C1CN(S(=O)(=O)c2ccc(C)cc2)c2ccccc2O1 (stereo not given),-3%[76.3 µM]
Cn1ncc(Br)c1NC(=O)Nc1ccccc1,2%
CC(C)Cn1c(=O)c2sccc2n2c(CCCC(=O)NC3CCN(Cc4ccccc4)CC3)nnc12,-4%
CC(=O)N1CCN(c2ccc(NC(=O)c3ccc(Cl)c(Cl)c3)cc2)CC1,-2%[76.3 µM]
CCOc1ccc(S(=O)(=O)Nc2ncn[nH]2)cc1,2%
COc1ccccc1NC(=O)c1ccccc1NC(=O)c1ccccc1,15%[76.3 µM]
Cc1cc(OCC(O)CN2CCCC2)ccc1C(C)C (stereo not given),-10%[76.3 µM]
Cc1ccc(NC(=O)C(=O)NCC2(c3ccccc3)CCCC2)cc1C,1%[76.3 µM]
Oc1ccc(/C=N/N=C/c2ccc(O)c(O)c2)cc1O,-1%[76.3 µM]

# Only part of the results is shown. The share of hits here may be higher or lower than overall.
